GPR7 antag – antagonists of human GPR7 (neuropeptides B/W receptor 1); 290,000 tested, 1.1% active; GPR7-expressing cells, fluorescence antagonist assay; P48145; inhibition, % at 4.4 µM; in the data active = inhibition above about 16%, passing the limit was not always enough;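 note: cells stimulated with the agonist NPW; 0% = agonist with vehicle and 100% = vehicle without agonist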
Target sequence (P48145 whole entry, looked up): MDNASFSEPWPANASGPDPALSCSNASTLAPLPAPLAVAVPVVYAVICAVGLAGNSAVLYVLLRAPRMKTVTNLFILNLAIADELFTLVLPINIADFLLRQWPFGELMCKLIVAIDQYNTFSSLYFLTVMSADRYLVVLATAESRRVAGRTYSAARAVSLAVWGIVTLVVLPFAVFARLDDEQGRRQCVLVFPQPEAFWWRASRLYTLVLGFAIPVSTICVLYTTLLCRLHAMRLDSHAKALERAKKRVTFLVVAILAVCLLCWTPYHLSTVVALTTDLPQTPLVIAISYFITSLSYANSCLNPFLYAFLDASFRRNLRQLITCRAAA
CHO-K1 Ca ag – counter-screen for M1 agonists: effect in parental CHO-K1 cells | Fluo-8 calcium fluorescence; scaled to maximal ATP response, vehicle zero | activation, % at 3 µM | 360,000 tested, 0.48% active | AID 602248; in the data active = activation above about 15%;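 note: untransfected CHO-K1 host cells lacking M1 receptor as counterscreen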
CHO-K1 Ca PAM – counter-screen for M1 PAMs: effect in parental CHO-K1 cells | activation, % at 3 µM | ATP EC20, Fluo-8 calcium fluorescence; 0% at ATP EC20, 100% at ATP max | AID 602247 | 360,000 tested, 0.02% active;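 active = activation above the run cutoff, the mean activation of all test compounds plus 3 SD, cut at about 40% in these data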;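 note: peak over basal fluorescence ratio in a 140 s read after ATP addition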
TAAR1 antagonist – antagonists of human TAAR1; Q96RJ0; CHO RD-HGA16 TAAR1, Fluo-8 calcium fluorescence, antagonist; inhibition, % at 3 µM; 360,000 tested, 1.5% active; AID 624466;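 active = inhibition above a per-plate cutoff, the mean inhibition of test compounds on that plate plus 3 SD, cut at about 49% in these data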;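 note: 0% = DMSO plus EC80 beta-PEA response and 100% = DMSO alone without agonist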
Target sequence (Q96RJ0 whole entry, looked up): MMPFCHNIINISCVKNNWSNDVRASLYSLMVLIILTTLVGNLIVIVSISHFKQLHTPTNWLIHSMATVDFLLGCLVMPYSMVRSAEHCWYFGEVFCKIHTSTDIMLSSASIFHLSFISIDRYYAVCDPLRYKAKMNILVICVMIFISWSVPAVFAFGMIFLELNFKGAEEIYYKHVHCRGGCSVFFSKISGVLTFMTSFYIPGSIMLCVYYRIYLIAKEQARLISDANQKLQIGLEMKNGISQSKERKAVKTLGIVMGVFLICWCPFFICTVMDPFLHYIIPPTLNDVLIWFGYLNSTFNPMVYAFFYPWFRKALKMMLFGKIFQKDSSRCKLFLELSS
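Test system: RD-HGA16 CHO cells with stable hTAAR1 and Gα16 / Probe or stimulus: EC80 β-phenethylamine stimulus / Times: seeding 17-24 h prior, 75-min 37 °C, 30-min RT dye loading / Detection: Fluo-8 calcium-sensitive fluorescence / Read-out basis: % inhibition scaled between DMSO and EC80 PEA controls / Repeats: singlicate, one well per test compound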
CHO parental Ca – signal in parental CHO cells, OX1R antagonist counter-screen; parental CHO-K1, ATP-induced calcium, Fluo-8 fluorescence; inhibition, % at 5.6 µM; 330,000 tested, 0.63% active;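 active = inhibition above that plate's mean sample inhibition plus 3 SD, cut at about 26% in these data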;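 note: 0% = ATP-challenged DMSO wells and 100% = DMSO wells without ATP; some compounds past the cut are filed as inactive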
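test system = CHO parental line | reagent = ATP stimulus | measured by = intracellular calcium via Fluo-8 no-wash fluorescent dye | control set = ATP and no-ATP DMSO wells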
OXTR potentiator – human OXTR potentiation; P30559; CHO-OTR cells, Fluo-8 calcium fluorescence, potentiator mode; 0% = oxytocin EC15, 100% = EC100; activation, % at 3 µM; 320,000 tested, 0.061% active; AID 2445;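 active = activation above that plate's cutoff, the mean activation of tested compounds plus 3 SD, cut at about 6.6% in these data, passing the limit was not always enough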;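 note: 100% uses oxytocin at 75 nM as the full agonist control; some results filed as inactive read as strong as hits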
Target sequence (P30559 whole entry, looked up): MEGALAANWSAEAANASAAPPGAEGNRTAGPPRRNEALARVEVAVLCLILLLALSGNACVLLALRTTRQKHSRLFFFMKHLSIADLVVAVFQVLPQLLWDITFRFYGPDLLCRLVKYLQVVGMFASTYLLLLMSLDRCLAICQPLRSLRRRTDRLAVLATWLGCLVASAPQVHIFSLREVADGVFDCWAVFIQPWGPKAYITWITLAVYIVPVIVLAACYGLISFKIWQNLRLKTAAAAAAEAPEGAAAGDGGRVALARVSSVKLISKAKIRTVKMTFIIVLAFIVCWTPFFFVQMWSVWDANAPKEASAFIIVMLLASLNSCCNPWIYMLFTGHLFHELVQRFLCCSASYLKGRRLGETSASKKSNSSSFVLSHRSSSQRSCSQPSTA
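Assay system: CHO-OTR cells, human receptor / Also added: oxytocin at about EC15, sub-maximal agonist stimulus / Dosing: single dose, 3.0 µM nominal final compound concentration / Incubation: 6 min pre-incubation, 100 s read / Technique: Fluo-8 calcium dye fluorescence / Read-out: % activation vs EC15 and EC100 oxytocin / Benchmarks: EC15 oxytocin low, 75 nM oxytocin high / Replicates: singlicate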
CHO-K1 Ca antag – M1 antagonist counterscreen hit in parental CHO-K1 cells | ATP-induced calcium, Fluo-8 fluorescence | inhibition, % at 3 µM | 360,000 tested, 0.6% active;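 active = inhibition above a per-plate cutoff, the plate's mean sample inhibition plus 3 SD, cut at about 24% in these data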;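 note: 0% = DMSO plus EC80 ATP and 100% = DMSO alone without ATP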
OXTR ag – human OXTR agonism; 320,000 tested, 0.32% active; activation, % at 3 µM; P30559; CHO-OTR cells, Fluo-8 calcium fluorescence; normalized: DMSO 0%, oxytocin 100%;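 active = activation above the mean of all tested compounds plus 3 SD, cutoff set per screening run, cut at about 20% in these data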;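 note: peak over basal fluorescence ratio from a 100 s FLIPR kinetic read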
V1aR counter – counter-screen for oxytocin receptor agonists: human V1a receptor agonists; AID 2797; P37288; CHO-V1R cells, Fluo-8 calcium fluorescence, agonist mode; 0% DMSO, 100% 3 nM vasopressin; 320,000 tested, 0.25% active; activation, % at 3 µM;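 active = activation above the mean activation of all tested compounds plus 3 SD, per screening run, cut at about 20% in these data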;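 note: signal is peak over basal fluorescence ratio across a 100 second FLIPR read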
The depositor's hits bear a star; x = no result given.

Each structure is followed by: GPR7 antag | CHO-K1 Ca ag | CHO-K1 Ca PAM | TAAR1 antagonist | CHO parental Ca | OXTR potentiator | CHO-K1 Ca antag | OXTR ag | V1aR counter
Cc1nn2c(N)c(C#N)cnc2c1-c1ccccc1
 : -13 | 0.4 | 13 | 1 | 18 | -19 | -6 | 0.2 | -0.1
CC(C)c1nc(Cl)c(C#N)c2c1CCCC2
 : -6 | 0.1 | 7 | -19 | -4 | -6 | 5 | -2.0 | 0.0
OC(CCN1CCOCC1)(c1ccc(Cl)cc1)C1CCCCC1 (stereo unspecified)
 : 2 | 0.1 | 7 | -4 | -33 | -6 | 0 | -2.7 | -1.7
Cc1csc(C(=O)O)c1NC(=O)c1c(Cl)cccc1Cl
 : -17 | 0.5 | 3 | -26 | 9 | -8 | -16 | -0.8 | -0.7
COc1cc(C(=O)Nc2ccc(S(=O)(=O)Nc3cc(C)on3)cc2)cc(OC)c1OC
 : -1 | 0.0 | 4 | 13 | -1 | -13 | -7 | 0.0 | 0.7
O=C(O)c1ccc2c3c(cccc13)C(=O)N(c1ccccc1)C2=O
 : 1 | 0.9 | 22 | 8 | -4 | 1 | -2 | 1.1 | 1.8
Cc1nnc(SCC(=O)NNC(=O)c2ccccc2)n1Cc1ccccc1
 : x | -0.2 | -2 | -2 | -2 | -5 | -5 | 0.2 | 1.1
OC1(c2cccs2)CN(c2ccc(Br)cc2)C2=[N+]1CCCS2 (stereo unspecified)
 : 5 | 1.9 | 17 | -14 | -21 | -2 | -7 | 0.5 | 2.6
O=C(NCc1ccccc1)c1cccc(F)c1F
 : 5 | -0.1 | -8 | 6 | -10 | -6 | 1 | 0.2 | -0.3
O=C(c1cc2c(s1)CCCC2)N1CCN(Cc2ccc3c(c2)OCO3)CC1
 : 20 | 0.0 | 18 | -21 | -17 | -8 | -19 | -2.7 | -0.9
CCN(C(=O)CSc1nnc(C)n1-c1ccc(C)cc1)c1c(N)n(Cc2ccccc2)c(=O)[nH]c1=O
 : x | 0.1 | -5 | -24 | x | x | -6 | x | x
CCN(CCCNC(=O)CNC(=O)c1nn(-c2ccc(OC)cc2OC)c(=O)c2ccccc12)c1cccc(C)c1
 : -5 | 0.5 | 8 | -40 | -15 | -14 | -22 | -2.2 | -0.4
O=C1NC[C@@H](CCCCN2C[C@H](Cc3ccc(O)cc3)N(CC3CCCCC3)C(=O)C2=O)N(Cc2ccccc2)C1=O
 : x | 12 | -3 | 4 | x | x | -12 | x | x
CC(=O)Oc1ccc(-c2ccc(C(=O)Nc3cccc(S(=O)(=O)N4CCOCC4)c3)cc2)cc1
 : -6 | 14 | 5 | 42 | 9 | -12 | 0 | 9.8 | 11
Cc1c(S(=O)(=O)N2CC(C)CC(C)C2)c(=O)n(C)c(=O)n1C (stereo unspecified)
 : -13 | -0.3 | -7 | -19 | -8 | 1 | -4 | -0.5 | -0.3
Nc1cccc(S(=O)(=O)c2ccc(N)c(N)c2)c1
 : 5 | 0.3 | 18 | -17 | 2 | 4 | -15 | 2.4 | 2.0
COc1cccc(N=Nc2c(=O)[nH]n3c(=O)cc(C)[nH]c23)c1
 : -6 | 0.0 | -7 | -24 | 4 | -2 | 6 | -0.6 | 2.6
Cc1nn2c(c1-c1ccccc1)NC1=C(C(=O)CCC1)C2c1ccccc1 (stereo unspecified)
 : -1 | 0.0 | 16 | -6 | -15 | 2 | -12 | 0.0 | 0.3
COc1cc(NC(=O)c2cc([N+](=O)[O-])ccc2NC(=O)CNCc2ccccn2)cc(OC)c1
 : -5 | 4.1 | 12 | 44 | -2 | -3 | -6 | -2.1 | 0.0
Cc1ccnc(NC(=O)c2ccc(COc3c(F)c(F)cc(F)c3F)o2)c1
 : -19 | -0.2 | -3 | -23 | -14 | 4 | -7 | -2.0 | 0.6
Cc1cccc(OCCCC(=O)NCc2ccco2)c1
 : -12 | 0.7 | 24 | x | -2 | -8 | -9 | -0.8 | 0.3
CCOc1ccc(NC(=O)CN2C(=O)COc3ccccc32)cc1
 : 1 | 1.0 | 23 | 3 | -7 | 1 | -15 | 2.4 | 1.1
COc1cccc(CNc2nnnn2C)c1OC
 : -16 | -0.2 | 11 | -11 | -13 | 4 | -9 | 0.8 | -0.3
Cc1ccc(C(=O)Nc2nc(N)n(-c3ccccc3)n2)cc1
 : -4 | 0.1 | 6 | -18 | -9 | 1 | -5 | -0.1 | 0.4
Cc1n[nH]c(=O)nc1Nc1ccc(O)cc1
 : -5 | 0.2 | 4 | 3 | 1 | 0 | -35 | 1.8 | 0.2
COC(=O)CNC(=O)CSc1nnc2cc(C)c3ccccc3n12
 : -9 | 0.2 | 25 | -3 | -15 | 0 | -19 | -0.3 | 0.0
O=C(/C=C/[C@H]1O[C@@H](n2ccc(=O)[nH]c2=O)[C@H](O)[C@@H]1O)NCc1ccccc1
 : x | -0.4 | -10 | -9 | x | x | 6 | x | x
CC(=O)Nc1nc(-c2ccc([N+](=O)[O-])cc2)cs1
 : -4 | 9.3 | 9 | -12 | 2 | 2 | -4 | -1.0 | 1.2
O=C(c1ccco1)N1CCc2[nH]nc(-c3ccccc3)c2C1
 : -11 | 1.5 | -9 | -8 | -14 | 3 | -2 | 0.0 | 1.7
Cc1cc([N+](=O)[O-])c(=O)[nH]c1C
 : x | 0.7 | -6 | -3 | x | x | 1 | x | x
O=C1c2ccccc2C(=O)N1CCSc1nncs1
 : -5 | 0.4 | 16 | 15 | -9 | 5 | -24 | 1.2 | 0.4
CC(C)(C)OC(=O)NC1CC2CCCC(C1)N2Cc1ccccc1 (stereo unspecified)
 : 0 | 0.3 | 13 | -2 | x | x | -13 | x | x
CCN1C(=O)C(CC(=O)Nc2ccc(C)cc2C)Nc2cc(S(=O)(=O)N(C)C)ccc21 (stereo unspecified)
 : 11 | 1.9 | -9 | 7 | -12 | -8 | -9 | -1.1 | -0.6
COc1ccc(CCNC(=O)CCn2c(=O)c3cccn3c3ccc(F)cc32)c(OC)c1OC
 : -6 | 12 | 20 | -8 | -32 | 1 | -5 | 0.7 | 2.3
Cc1cc(Cl)c(S(=O)(=O)N2CCCCCC2)cc1OCC(N)=O
 : -15 | 2.3 | 10 | -2 | -10 | -16 | -5 | 3.9 | 2.2
O=C(CCC1CCCN(C(=O)CCC(F)(F)F)C1)NCc1ccc(F)c(F)c1 (stereo unspecified)
 : 3 | 1.5 | -7 | 5 | -12 | -3 | -1 | -2.2 | 0.3
COc1nc(Cl)cn(-c2ccc(C)cc2)c1=O
 : 1 | 0.7 | 25 | 4 | -2 | -4 | -17 | -1.1 | 0.3
Cc1ccc(CNC(=O)CCNS(=O)(=O)c2cccc3nonc23)cc1
 : 3 | 0.1 | 0 | 10 | -7 | -2 | -10 | -1.5 | 0.9
C/C(=N\NC(=O)c1ccc(CSc2nncn2C)cc1)c1cccs1
 : 12 | 1.1 | 11 | -2 | -10 | 4 | -7 | -0.3 | -0.6
Cn1nnc2c[n+](CC(=O)c3ccc4ccccc4c3)cc(Br)c21
 : -10 | 2.6 | 5 | -21 | -21 | -4 | -1 | 0.4 | -0.3
O=C(CNC(=O)c1cccs1)OCc1ccc(Br)cc1
 : -4 | 0.6 | -7 | -43 | -12 | -2 | -3 | -1.6 | 0.2
Cc1ccc([N+](=O)[O-])c2cccnc12
 : -14 | 1.2 | 20 | -17 | 1 | -11 | -2 | -0.4 | 0.8
CC(=C/C(=O)O)/C=C/c1ccc([N+](=O)[O-])cc1
 : -4 | 0.3 | 16 | -5 | 0 | 0 | -4 | 0.4 | 0.3
COc1ccc(CN2CCC(=O)N([C@H](CO)CC(C)C)CC2)cc1OC
 : -14 | -0.3 | 3 | -4 | -19 | -4 | -6 | 0.6 | 1.1
COc1ccc(OC)c(S(=O)(=O)n2cnc3cc(C)c(C)cc32)c1
 : -2 | 0.3 | 25 | -9 | -25 | -9 | -9 | -1.8 | -0.2
Cc1cc(OC(C)C(=O)NCCN2CCOCC2)c2c(C)c(C)c(=O)oc2c1 (stereo unspecified)
 : -8 | 0.2 | 1 | -3 | 6 | -12 | -2 | -0.7 | -0.5
CC(=O)c1ccc(OCc2cc(C(=O)NCCn3nc(C)cc3C)no2)cc1
 : 7 | 4.8 | -9 | -6 | -21 | -8 | -8 | 4.0 | 6.5
Cc1cc(C)n2nc(SCc3nnc(SCc4ccccc4Cl)s3)nc2n1
 : -14 | 1.2 | 21 | -1 | 0 | -1 | -7 | 0.9 | -0.2
COc1ccc(CC(=O)OCC(=O)N2N=C(c3ccccc3)CC2c2ccc(OC)cc2)cc1 (stereo unspecified)
 : -8 | 1.9 | 7 | 8 | 19 | -3 | 9 | 2.4 | 1.9
COc1ccc(NC(=O)C[C@H]2C(=O)N(CCc3ccccc3)C[C@@H]2Cc2ccccc2)cc1
 : x | 0.0 | 3 | -11 | x | x | 9 | x | x
C=CCN1C(=O)C(Cc2ccc(OC)cc2)S/C1=N\N=C\c1cccs1 (stereo unspecified)
 : -5 | 0.0 | 9 | 30 | -24 | -14 | 1 | -0.9 | 0.0
CCOc1ccc(NC(=O)c2cccnc2Cl)c([N+](=O)[O-])c1
 : -6 | 0.3 | 1 | -12 | -12 | -2 | 1 | -1.5 | -1.0
CCCCNC(=S)NNC(=O)c1csc(C(C)C)c1
 : -6 | 0.8 | 15 | 1 | 0 | -1 | -4 | 0.5 | -0.5
NC(N)=NS(=O)(=O)c1ccc(NC(=S)NC(=O)c2ccc(Br)cc2)cc1
 : -3 | -0.3 | 1 | -19 | 5 | -8 | -10 | 0.6 | 1.3
O=C(CSc1ccc([N+](=O)[O-])cc1)OCC(=O)N1CCCC1=O
 : x | -0.1 | -11 | 9 | -4 | -4 | 6 | 0.2 | 0.8
COCCN(CC(=O)Nc1cccc(C)c1C)C(=O)c1ccc(S(=O)(=O)N2CCOCC2)cc1
 : x | 3.7 | 24 | -6 | x | x | -11 | x | x
O=C(CSc1ccccc1)Nc1ccc2sccc2c1
 : -3 | 1.5 | 4 | -10 | -9 | 4 | -11 | -2.3 | -0.2
CC(C)(C)OC(=O)NCCCC1=CC2=CC(=O)C(C)(O)C(=O)C2=CO1 (stereo unspecified)
 : x | x | x | x | -24 | -6 | x | 1.1 | -0.2
CCCCNC(=O)C1c2ccccc2OCC(=O)N1Cc1ccco1 (stereo unspecified)
 : x | 1.0 | 20 | -14 | x | x | -17 | x | x

High-throughput results from PubChem BioAssay.
